# High-throughput results from PubChem BioAssay.
# CYP2C9 activ: activators of human CYP2C9; P11712; recombinant CYP2C9, luciferin-H conversion, luminescence; stronger effect = higher value; factor 1 = untreated enzyme, 0 = blocked; activation factor at 5 µM; hit rate 1.4% among 96,000;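 active = activation factor of 2 or more for CYP2C9 at a 5 µM dose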;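 note: 0 = sulfaphenazole-blocked wells and 1 = vehicle-only wells; values of inactives mirror those of a sister screen read the other way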
# Target sequence (P11712 whole entry, looked up): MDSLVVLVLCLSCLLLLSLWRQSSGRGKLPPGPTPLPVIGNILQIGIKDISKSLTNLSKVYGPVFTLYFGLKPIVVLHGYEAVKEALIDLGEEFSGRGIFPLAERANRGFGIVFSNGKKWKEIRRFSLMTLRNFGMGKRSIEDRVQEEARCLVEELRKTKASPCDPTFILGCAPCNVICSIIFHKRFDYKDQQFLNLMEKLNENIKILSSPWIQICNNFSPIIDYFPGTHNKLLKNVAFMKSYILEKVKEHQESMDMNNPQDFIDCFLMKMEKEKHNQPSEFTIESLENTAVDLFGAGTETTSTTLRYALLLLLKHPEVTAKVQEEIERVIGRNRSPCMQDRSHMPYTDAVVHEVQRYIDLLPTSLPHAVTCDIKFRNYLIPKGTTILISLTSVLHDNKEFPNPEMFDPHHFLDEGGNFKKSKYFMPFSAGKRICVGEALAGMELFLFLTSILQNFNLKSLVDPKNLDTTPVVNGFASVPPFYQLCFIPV
# EphB4 antag: EphB4-ephrin-B2 interaction antagonism; EphB4 LBD / TNYL-RAW-Alexa532 peptide, fluorescence polarization; hit rate 0.15% among 97,000; inhibition, % at 7 µM; AID 720;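 active = inhibition above the screen-wide mean inhibition plus 3 SD, cut at about 15% in these data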;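 note: 0% = DMSO wells and 100% = excess unlabeled TNYL-RAW peptide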
# Ecoli WT expand: growth inhibitors of E. coli BW25113 wild type | OD600 absorbance | growth inhibition, % at 100 µM | hit rate 0.15% among 98,000 | AID 710;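 active = growth inhibition above about 50% at one test dose, limit read from the data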;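 note: growth measured after 20 h incubation at 37 °C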
# CYP2C9 inh: inhibitors of human CYP2C9; P11712; CYP2C9 Supersomes, luciferin-H conversion, luminescence; inhibition, % at 5 µM; hit rate 20% among 96,000; AID 777;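 active = blocking of liver enzyme CYP2C9 beyond about 50% at 5 µM, limit read from the data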; note: values of inactives mirror those of a sister screen read the other way
# PLAP activator: human PLAP activation. AID 696. hit rate 1.2% among 96,000. purified PLAP enzyme, luminescent substrate read-out; stronger effect = higher value. activation fold at 20 µM; in the data active = activation fold above about 2
# Target sequence (P05187 whole entry, looked up): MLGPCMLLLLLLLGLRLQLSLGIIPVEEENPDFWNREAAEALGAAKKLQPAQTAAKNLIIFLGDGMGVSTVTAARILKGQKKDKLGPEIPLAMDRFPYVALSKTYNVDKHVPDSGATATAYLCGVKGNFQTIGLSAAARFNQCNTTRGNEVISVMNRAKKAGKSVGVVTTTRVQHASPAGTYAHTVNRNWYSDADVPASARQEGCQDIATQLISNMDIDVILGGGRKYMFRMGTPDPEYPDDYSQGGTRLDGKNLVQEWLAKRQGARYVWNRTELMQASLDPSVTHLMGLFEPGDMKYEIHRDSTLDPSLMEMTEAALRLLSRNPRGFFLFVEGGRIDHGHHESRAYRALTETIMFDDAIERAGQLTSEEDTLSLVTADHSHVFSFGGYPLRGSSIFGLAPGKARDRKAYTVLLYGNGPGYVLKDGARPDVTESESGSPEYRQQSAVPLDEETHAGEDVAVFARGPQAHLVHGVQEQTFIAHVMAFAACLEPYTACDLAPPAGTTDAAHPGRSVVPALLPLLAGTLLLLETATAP
# CYP2C19 act: activators of human cytochrome P450 2C19; P33261; activation factor at 5 µM; 96,000 tested, under 10 active; recombinant CYP2C19, luciferin-H EGE luminescence; stronger effect = higher value; 0 = fully inhibited enzyme, 1 = untreated enzyme;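 active = activation factor of at least 2 at 5 µM in the primary screen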;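 note: 0 = wells with 2.5 mM tranylcypromine and 1 = vehicle-only wells; values of inactives mirror those of a sister screen read the other way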
# CYP2C19 inh: blocks human cytochrome P450 2C19; P33261; CYP2C19 Supersomes, luciferin-H EGE luminescence, 30 min; inhibition, % at 5 µM; hit rate 21% among 96,000; AID 778;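 active = CYP2C19 inhibition above a set limit at 5 µM in the primary screen, cut at about 50% in these data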;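 note: plate controls were negative control wells for no effect and 2.5 mM tranylcypromine positive control for full effect; values of inactives mirror those of a sister screen read the other way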
# Pyk2 oligo antag: antagonists of human Pyk2 oligomerization. Q14289. Q293 cells, Pyk2 FERM NanoBiT luminescence; stronger effect = lower value. z-score (the deposit names both 25 µM and 10 µM). hit rate 0.83% among 99,000. AID 1347419;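 active = Z-score of -3 or lower, scaled per plate to the spread of control and sample wells; inactive = z-score above -3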;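 note: negative z-score means lost luminescence so less FERM oligomerization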
# PostGolgi yeast: growth inhibition of a yeast mutant, post-Golgi transport screen. inhibition, % at 10 µM. hit rate 0.9% among 98,000. post-Golgi transport phenotypic cell assay; in the data active = inhibition above about 30%;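 note: yeast cells grown in 1536-well plates; yeast grown about 18 h at 30C before absorbance read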
# * hit, by the source's call; / = no result given.
item	molecule	CYP2C9 activ	EphB4 antag	Ecoli WT expand	CYP2C9 inh	PLAP activator	CYP2C19 act	CYP2C19 inh	Pyk2 oligo antag	PostGolgi yeast
1	CN(C)c1ccc(P(=O)(OCc2ccccc2)C(O)c2cccnc2)cc1 (stereo not drawn)	0.4	-6	6	58*	1.3	0.5	48	0.25	-3
2	Cc1sc2nc(-c3cccs3)nc(N3CCCN(C)CC3)c2c1C	0.8	/	/	18	1.7	0.8	16	/	/
3	Cn1ncc2c(Nc3ccccc3Br)ncnc21	0.9	/	5	7	0.8	0.8	16	0.93	0
4	COc1cccc(NC(=O)CNC(=O)c2cccs2)c1	0.7	-4	14	28	0.8	0.5	47	0.46	-7
5	COc1ccc(CCN(Cc2cc3cc(C)cc(C)c3nc2Cl)C(=O)C2CC2)cc1	0.6	8	-20	39	1	0.6	37	-0.44	1
6	CN1C(=S)SC(/[N+]([O-])=C\c2cccs2)C1(C)C (stereo not drawn)	1.2	-1	3	-19	1.1	1	1	-0.25	0
7	O=C(Nc1ccccc1C(=O)N1CCOCC1)C1COc2ccccc2O1 (stereo not drawn)	1	-4	7	-3	1.1	0.8	15	-0.47	-2
8	CCOC(=O)c1ccc(NC(=O)Nc2cc(C)on2)cc1	1.1	11	3	-8	1.2	1.1	-6	-0.27	17
9	CCc1nc(Sc2nc(C)cc(C)n2)c2oc3ccccc3c2n1	0.4	3	-5	63*	1.8	0.2	80*	-1	0
10	COc1ccc(Br)cc1C1CC(=O)N2CN(C)CSC2=C1C#N (stereo not drawn)	0.1	-4	-4	88*	1.2	0.4	60*	/	0

# Given screen by screen: entries from further up
4: COc1cccc(NC(=O)CNC(=O)c2cccs2)c1
5: COc1ccc(CCN(Cc2cc3cc(C)cc(C)c3nc2Cl)C(=O)C2CC2)cc1
6: CN1C(=S)SC(/[N+]([O-])=C\c2cccs2)C1(C)C (stereo not drawn)
assay / entry | 4 | 5 | 6
CYP2C9 activ | 0.7 | 0.6 | 1.2
EphB4 antag | -4 | 8 | -1
Ecoli WT expand | 14 | -20 | 3
CYP2C9 inh | 28 | 39 | -19
PLAP activator | 0.8 | 1 | 1.1
CYP2C19 act | 0.5 | 0.6 | 1
CYP2C19 inh | 47 | 37 | 1
Pyk2 oligo antag | 0.46 | -0.44 | -0.25
PostGolgi yeast | -7 | 1 | 0

# Following part.
item	molecule	CYP2C9 activ	EphB4 antag	Ecoli WT expand	CYP2C9 inh	PLAP activator	CYP2C19 act	CYP2C19 inh	Pyk2 oligo antag	PostGolgi yeast
11	COc1ccc(NC(=O)Nc2ccc(Br)cn2)cc1OC	1	-3	-3	-4	1.3	0.9	15	-0.83	-2
12	C=CCSc1nnc(C)n1-c1ccc(Cl)cc1	0.7	4	8	30	1	0.5	52*	0.36	-5
13	CCC(=O)Nc1ccc2nc(C)n(CC(=O)Nc3ccccc3)c(=O)c2c1	0.4	-4	2	58*	1.1	0.7	28	-0.36	-27
14	O=C(NCCCN1CCCCCC1)C1CC(=O)N(CCc2ccccc2)C1 (stereo not drawn)	1.1	-2	0	-15	1.2	1.2	-16	0.59	-3
15	Cc1cc(-c2ccccc2)n(-c2ccc(C(=O)N3CCN(c4ncccn4)CC3)cc2)n1	0.4	3	-3	61*	1.6	0.8	24	-0.18	-3
16	O=C(NC1CC1)C1=NOC(CNc2ncc(C(F)(F)F)cc2Cl)C1 (stereo not drawn)	2.4*	-3	8	-139	0.9	0.2	85*	0.87	7
17	CC(C)(/C=N/O)/[N+]([O-])=C/C=[N+](\[O-])C(C)(C)/C=N/O	1.1	-1	-11	-8	0.8	1	-2	1.5	-6
18	N#Cc1c(N)nc2c3c(sc(=N)c2c1N)NC(=O)CC3c1ccccc1 (stereo not drawn)	0.9	-2	-10	12	1.1	0.3	73*	-1.5	-2
19	Cc1cccc(Nc2nn3c(=O)c4ccccc4nc3s2)c1	0.7	-2	2	26	0.9	0.8	15	0.57	0
20	C/C(=N\NC(=O)c1c(Cl)c(C)nn1C)c1cccc(NC(=O)COc2ccccc2)c1	0.6	-10	-4	43	1.1	0.7	28	2.1	2
21	COc1ccccc1NC(=O)c1ccc(-n2cccn2)nc1	2*	4	-6	-97	0.8	0.9	7	-0.72	-7
22	CCCCN1C(=O)C(NC(=O)c2cccnc2)(C(F)(F)F)C2=C1CC(C)(C)CC2=O (stereo not drawn)	0.9	-1	2	10	1	1	5	0.51	-3
23	CC(=O)c1cccc(NS(=O)(=O)c2ccc(N/C=C\C(=O)c3ccc(F)cc3)cc2)c1	0.7	8	-11	29	1.1	0.9	14	0.25	2
24	O=C1C2C3C=CC([C@@H]2C(=O)N1C1CC1)[C@H]1C(=O)N(C2CC2)C(=O)C31 (stereo partly drawn)	1	5	4	-1	0.9	0.9	8	-0.42	-2
25	CN(C(=O)Nc1ccc(Cl)cc1Cl)[C@H]1c2cc(Br)ccc2OC[C@H]1CO	0.1	-4	-11	87*	1.4	0.6	41	-0.03	6
26	CC(=O)Nc1cccc(Oc2ccc3c(c2)C(=O)N(CCC(=O)O)C3=O)c1	1	4	4	4	1.3	1.1	-11	0.06	0
27	CCN(C(=O)c1cnc(N2CCN(c3ncccn3)CC2)c2ccccc12)c1cccc(Cl)c1	0.2	-2	-11	85*	1.3	0	97*	-3.3*	2
28	CCOc1ccc(Br)cc1S(=O)(=O)N1CC(C)OC(C)C1 (stereo not drawn)	1	1	2	-3	1.4	0.1	88*	-0.25	-9
29	O=C(Cn1cnc2c(oc3ccccc32)c1=O)c1ccccc1	0.7	-10	-1	28	1	1	4	-0.21	5
30	C=CCn1c(SCC(=O)NCc2ccc3c(c2)OCO3)nc2scc(-c3ccccc3)c2c1=O	0.5	-5	-8	54*	1	0.6	37	-2.5	3
31	COc1cc(NC(=O)CS(=O)(=O)c2ccccc2)cc(OC)c1OC	0.7	1	-1	31	0.9	0.3	66*	-0.62	-6
32	CCOCCCNC(=O)c1cn(C)c(=O)c2cc(OC)c(OC)cc12	1.1	4	-9	-6	0.8	1.1	-10	0.83	11
33	N=c1sccn1CC(=O)Nc1ccccc1-c1ccccc1	1.2	/	9	-22	1.1	1.1	-14	0.05	11
34	O=C(O)COc1ccccc1C1C2C(=O)N(c3ccc(F)cc3)C(=O)C2ON1c1ccccc1 (stereo not drawn)	0.5	/	-1	54*	1.4	0.6	38	0.62	6
35	CCOC(=O)CNC(=O)CSc1nc(N)cc(N)n1	1.1	-4	7	-14	0.9	1	-3	0.99	-2
36	Cc1ccc(OCC(O)Cn2c(=N)n(CCN3CCOCC3)c3ccccc32)cc1 (stereo not drawn)	1	-1	3	-2	1.5	0.9	10	2.2	-7
37	CCOC(=O)c1c(C)sc2c1N(C(=O)CN1CCOCC1)c1cc(Cl)ccc1S2	0.9	-4	-10	14	1.5	0.8	20	-0.89	-9
38	Cc1ccc(S(=O)(=O)Cn2nnnc2CN2CCN(Cc3ccc4c(c3)OCO4)CC2)cc1	0.7	3	-7	30	1.4	0.8	24	0.09	1
39	Cc1ccc(NC2=NC(C(=O)Nc3ccc(C)c(C)c3)CC(=O)N2)cc1 (stereo not drawn)	1.1	4	-3	-8	1	1	2	0.47	-11
40	CC1CCCC(C)N1C(=O)Cn1c(SCC(=O)Nc2ccc3c(c2)OCO3)nc2ccccc21 (stereo not drawn)	0.8	-2	-3	16	1.1	0.9	13	-0.73	-4
41	Fc1ccc(-n2c(-c3ccco3)nc3nc4ccccc4nc32)cc1	1	-1	-13	4	0.9	1	2	-0.45	-12
42	COc1ccc(NC(=O)CN(c2ccccc2)S(=O)(=O)N(C)C)cc1OC	0.6	6	-1	39	1.3	0.8	21	0.43	12
43	O=C(NC(=S)Nc1ccc(S(=O)(=O)N2CCCCC2)cc1)c1ccc(Cl)cc1	0.7	-3	-11	33	1	0.6	39	0.06	2
44	CSC(=NC1CCCCC1)NS(=O)(=O)c1ccccc1	0.6	/	0	44	1.1	0.2	80*	-1.3	-13
45	Cc1cccc(-n2nnc(C(=O)NCc3ccc4c(c3)OCO4)c2N)c1	0.8	1	-21	17	0.8	0.7	28	-0.56	-3
46	Cc1ccc(SCCNC(=O)/C=C/c2ccccc2Cl)cc1	1	-3	-10	3	1.1	0.8	22	-0.52	-2
47	CCc1nc2ccc(C(=O)NCc3ccco3)cc2nc1CC	1.1	-5	-1	-14	0.9	0.9	7	1.5	1
48	COc1ccc(Cn2cc(F)c(=O)n(CCC(C)C)c2=O)cc1[N+](=O)[O-]	0.7	-7	0	34	1	0.8	20	-0.12	-3
49	O=C(CNC(=O)c1ccccc1)NCCc1nc2ccccc2[nH]1	1.2	-9	-2	-18	0.9	1.2	-17	0.47	1
50	CC1=C(C)CC2C(=O)N(Cc3ccccc3)C(=O)C2C1 (stereo not drawn)	0.8	-2	4	18	0.8	0.7	30	-0.43	-1
51	CCOc1cccc(NC(=O)C2CC(=O)N(C)C2)c1 (stereo not drawn)	1.1	2	5	-10	0.8	1	-4	0.76	-7
52	O=C(COc1ccc(-n2cnnn2)cc1)NCCc1ccc(F)cc1	0.9	-7	2	11	1	1	4	0.74	-1
53	Cc1nnsc1C(=O)Nc1ccccc1Cl	0.6	4	9	45	1	0.7	30	0.19	10
54	CC(C)(C)c1cc2cccnc2n1Cc1ccccc1	1	-2	9	1	0.7	0.9	14	0.18	-6
55	O=C(CN1C(=O)c2ccccc2C1=O)Nc1nc(-c2cccc([N+](=O)[O-])c2)cs1	1.2	7	-6	-17	1	1.1	-14	/	-4
56	CC(=C1C(=O)c2ccccc2C1=O)N1CCN(C/C=C/c2ccccc2)CC1	0.8	0	2	19	1.5	1	0	-0.12	-1
57	CC1=CC(C)(C)N(S(=O)(=O)c2ccc(C)cc2)c2cc(C)ccc21	0.6	14	-11	43	0.8	0.6	43	-0.67	-15
58	CCOCCCNc1nc2c(c(=O)n(C)c(=O)n2C)n1CCCc1ccccc1	0.2	5	-1	82*	1.4	0.3	68*	1.6	-12
59	O=C(CSc1nc2c([nH]c3ccccc32)c(=O)n1-c1ccccc1)N1CCOCC1	0.8	/	-2	18	1.1	1	-4	/	8
60	COc1cccc(OC)c1C(=O)Nc1cc(Cl)ccc1N1CCOCC1	0.4	2	-2	62*	1.4	0.6	41	-0.04	0

# Three of the entries above in order of their number in CYP2C9 activ, largest number first.
item | SMILES | CYP2C9 activ | EphB4 antag | CYP2C9 inh | PLAP activator | CYP2C19 act | CYP2C19 inh | Pyk2 oligo antag
47 | CCc1nc2ccc(C(=O)NCc3ccco3)cc2nc1CC | 1.1 | -5 | -14 | 0.9 | 0.9 | 7 | 1.5
26 | CC(=O)Nc1cccc(Oc2ccc3c(c2)C(=O)N(CCC(=O)O)C3=O)c1 | 1 | 4 | 4 | 1.3 | 1.1 | -11 | 0.06
20 | C/C(=N\NC(=O)c1c(Cl)c(C)nn1C)c1cccc(NC(=O)COc2ccccc2)c1 | 0.6 | -10 | 43 | 1.1 | 0.7 | 28 | 2.1

# Other compounds:
item	molecule	CYP2C9 activ	EphB4 antag	Ecoli WT expand	CYP2C9 inh	PLAP activator	CYP2C19 act	CYP2C19 inh	Pyk2 oligo antag	PostGolgi yeast
61	C=CCn1c(SCc2c(C)noc2C)nc2sc3c(c2c1=O)CCCCC3	0	-8	-14	95*	1	0.4	56*	-1.2	-3
62	Cc1c(CNC(=O)c2nn3c(c2Cl)NC(c2ccccc2)CC3C(F)(F)F)cnn1C (stereo not drawn)	0.6	-11	3	44	1.7	0.7	33	-1.6	16
63	COCCn1nnnc1CN1CCN2CCCC2C1 (stereo not drawn)	1	0	5	2	0.9	0.9	9	0.15	4
64	O=C(NCC(=O)N(CC1CCCO1)C(C(=O)NC1CCCCC1)c1ccc(F)cc1)c1ccco1 (stereo not drawn)	1.1	7	-2	-9	1.4	0.9	9	0.01	2
65	CCOC(=O)c1[nH]c2ccc(C)cc2c1N=CN(CC)CC	1	-1	-2	-2	1.1	1	1	-0.23	-2

# The order is random; any-hit rate near 31%.
